TNF death inh: inhibitors of TNF-alpha triggered necroptosis, primary screen, cell-based, Jurkat FADD-/-, single concentration; Jurkat FADD-/- TNF necroptosis rescue, ATP luminescence, 24 h; 0 = TNF only, 100 = no-TNF cells; hit rate 0.068% among 220,000; activation (protection from cell death), % at 10 µM;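 active means activation, meaning protection from cell death, of at least 50% relative to plate controls; inactive means activation below 50%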;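 further: necroptosis triggered by 40 ng/mL TNF-alpha added together with compound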
EBV gp42 inh: Epstein-Barr virus gp42 inhibitors, primary screen, biochemical, uHTS, fluorescence polarization; Glycoprotein 42 (Epstein-Barr virus (strain AG876)), Q1HVG2; Fluorescence polarization binding assay, mP read-out; inhibition, % (tested at 21.74 µM); hit rate 0.42% among 220,000; in the data active means inhibition above about 50%
Target sequence (Q1HVG2 whole entry, looked up): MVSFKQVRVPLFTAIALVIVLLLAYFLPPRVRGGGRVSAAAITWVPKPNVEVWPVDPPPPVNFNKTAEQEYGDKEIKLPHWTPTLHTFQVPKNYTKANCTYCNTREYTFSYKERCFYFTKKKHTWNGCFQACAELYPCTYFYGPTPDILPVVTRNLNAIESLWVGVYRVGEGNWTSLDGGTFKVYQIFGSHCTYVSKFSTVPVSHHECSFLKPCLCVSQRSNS
Rad51 HR inh: human RAD51 strand exchange inhibitors, primary screen, biochemical, fluorescence; hRad51 DNA strand exchange, fluorescence dequenching; inhibition, % at 10 µM; hit rate 0.085% among 200,000; AID 1385, 2008;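 active means inhibition above 40% at the single screening dose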;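 further: 0% = DMSO control wells and 100% = blanks with heterologous ssDNA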
Target sequence (Q06609 whole entry, looked up): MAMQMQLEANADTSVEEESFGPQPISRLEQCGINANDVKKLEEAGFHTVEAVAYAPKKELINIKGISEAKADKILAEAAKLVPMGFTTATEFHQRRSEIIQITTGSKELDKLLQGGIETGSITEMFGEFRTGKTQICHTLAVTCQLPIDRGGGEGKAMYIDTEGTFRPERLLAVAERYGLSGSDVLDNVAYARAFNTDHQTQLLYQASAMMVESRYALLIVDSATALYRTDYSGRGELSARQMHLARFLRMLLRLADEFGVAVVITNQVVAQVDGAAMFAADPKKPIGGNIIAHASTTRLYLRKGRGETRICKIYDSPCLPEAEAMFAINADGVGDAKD
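material = hRad51 filaments on single-stranded DNA | timing = filaments 15 min 37 °C, then compound 30 min | signal = FRET fluorescence dequenching, excitation 485 nm, emission 520 nm | benchmarks = control wells and blank wells on each plate | evaluation = percent inhibition relative to plate controls and blanks | compound = 10 µM final, single point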
eIF4E-4G inh: eIF4E–eIF4G protein interaction inhibitors, primary screen, biochemical, uHTS, TR-FRET, eIF4GI fragment; TR-FRET eIF4E-eIF4GI(517-606) binding, 2 h; inhibition, % at 21.7 µM; hit rate 0.37% among 220,000; AID 782, 2007;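 active means inhibition above about 30%, limit read from the data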;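 further: 0% = full FRET control wells and 100% = background wells lacking eIF4GI fragment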
KCC2 mod: KCC2 cotransporter modulators, thallium flux, primary screen, cell-based, HEK293 KCC2, FluoZin-2 fluorescence, MLSMR | hit rate 2.2% among 190,000 | B-score of Tl+ flux slope (higher = more flux/activation; lower = inhibition) at 10 µM | AID 1456, 2008 | Solute carrier family 12 member 5 (Homo sapiens), Q9H2X9 | KCC2 cells, thallium flux FluoZin-2 fluorescence;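 active means thallium flux slope and its plate-corrected score both differing from the plate sample mean at a set confidence after two filtering rounds, in either direction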;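 further: slope of fluorescence scaled to starting intensity during 10 to 20 s after thallium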
m-calpain inh: inhibitors of pig calpain II, primary screen, biochemical, fluorogenic peptide substrate, 1536-well | purified calpain II, 30 min | hit rate 0.37% among 220,000 | inhibition, % at 16 µM;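 active means inhibition above about 50%, limit read from the data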
MDM2 E3 inh: MDM2-luciferase reporter signal enhancers, primary screen, MDM2 E3 ligase inhibitor project, cell-based, luminescence, 1536-well | E3 ubiquitin-protein ligase Mdm2 (Homo sapiens), Q00987 | cell-based MDM2 ubiquitination luciferase reporter, 2 h; 0 = plate control, 100 = twice control, blank-subtracted | signal enhancement, % at 5 µM | hit rate 0.11% among 210,000;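 active means signal enhancement of 30% or more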;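 further: luminescence tracks abundance of the self-degrading MDM2-luciferase fusion protein; higher signal means inhibition of MDM2 E3 ligase activity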
Target sequence (Q00987 whole entry, looked up, the tested form may be a part): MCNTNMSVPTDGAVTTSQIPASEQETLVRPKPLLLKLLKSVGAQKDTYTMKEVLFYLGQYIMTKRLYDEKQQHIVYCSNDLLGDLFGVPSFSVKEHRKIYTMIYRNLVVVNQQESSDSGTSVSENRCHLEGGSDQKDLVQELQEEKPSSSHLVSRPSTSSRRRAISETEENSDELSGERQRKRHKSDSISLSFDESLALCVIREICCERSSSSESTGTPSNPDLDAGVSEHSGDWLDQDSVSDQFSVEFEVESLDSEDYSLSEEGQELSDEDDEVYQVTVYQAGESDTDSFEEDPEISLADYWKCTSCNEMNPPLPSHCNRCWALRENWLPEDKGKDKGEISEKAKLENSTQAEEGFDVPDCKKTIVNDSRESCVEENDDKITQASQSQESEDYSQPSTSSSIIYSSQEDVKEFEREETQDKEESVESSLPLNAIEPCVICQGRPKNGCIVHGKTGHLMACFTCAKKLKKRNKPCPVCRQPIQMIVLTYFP
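Material: stable MDM2–luciferase fusion reporter cells / Quantity: 2000 cells/well / Dosing: single 5 µM compound dose, 0.2% final DMSO / Buffer or medium: DMEM / Schedule: 4 h cell settling then 2 h compound exposure, 37 °C / Detection: luminescence with SteadyLite reagent, 15 min at room temperature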
PERK inhibitor: block of dimerizer-induced PERK translation repression, primary screen, PERK inhibitor project, CHO PERK-DD cells, SEAP luminescence, HTS. Eukaryotic translation initiation factor 2-alpha kinase 3 (Homo sapiens), Q9NZJ5. inhibition, % at 5.6 µM. CHO PERK-DD fusion, SEAP luminescence translation reporter. hit rate 0.17% among 220,000;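 active means inhibition above the mean inhibition of all tested compounds plus 3 SD, set separately per screening campaign, cut at about 2.9% in these data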;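 further: PERK kinase domain activated by AP20187 dimerizer at 100 nM; 0% = DMSO with dimerizer and 100% = rapamycin at 8.4 µM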
L929 necroptosis: inhibitors of zVAD-triggered necroptosis, primary screen, L929 cells; L929 zVAD necroptosis rescue, ATP luminescence, 24 h; with zVAD 60 µM; viability rescue, % at 10 µM; hit rate 0.38% among 220,000; AID 1377, 2008;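 active means activation, scaled between plate controls, above about 75%, limit read from the data; inactive means activation under that limit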;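 further: 0% = zVAD with DMSO and 100% = DMSO alone without zVAD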
* hit, by the source's call; . = no result given; [ ] = another dose, or the depositor's remark. Random draw from the library; overall some 3.6% were active at least once.

SMILES	TNF death inh	EBV gp42 inh	Rad51 HR inh	eIF4E-4G inh	KCC2 mod	m-calpain inh	MDM2 E3 inh	PERK inhibitor	L929 necroptosis
CC(NC(=O)c1ccccc1)c1ccc(Br)cc1 (configuration not stated)	5.7	2	21	1	0.82	21	-10	-0.1	-0.1
COc1ccc(CNc2ccc(-c3ccc(OC)cc3)nn2)cc1	1.2	-15	-1	0	.	-2	-6	-1.1	-0.3
CNC(=O)c1nc(C)n(-c2cc(Cl)cc(Cl)c2)n1	-4.4	8	4	-12[fluorescence artefact?]	.	-12	-16	0.4	-0.1
CCC(=O)N(CCC(c1ccco1)C(C)C)Cc1ccccc1 (configuration not stated)	-0.7	-6	-19	0	-2.2	25	-22	0.6	-0.4
CC(=O)n1c(Cl)c(NC(=O)CCl)c2ccccc21	-1.9	-13	9	8	0.023	-13	.	0.6	4.0
O=C(O)c1cn[nH]c1-c1cccc([N+](=O)[O-])c1	0.0	-9	.	6	-0.15	8	-11	0.8	0.3
C/C=C(\C)c1nnc(NC(=O)c2ccco2)s1	-1.5	-12	0	-1	0.47	3	-17	1.2	-0.9
O=C(NC1CCCCC1)C(=S)N1CCOCC1	1.0	-18	5	0	0.88	3	0	0.8	0.5
COc1ccc(/C=N/NC(=O)c2[nH]nc3c2CCc2ccccc2-3)cc1OC	-5.1	-28	4	5	-0.7	-52	-4	-0.2	0.6
CCOc1ccc(C(=O)NCCCN2CCOCC2)cc1OCC	0.5	-12	5	3	-0.41	6	-6	-0.3	-0.2
Cc1oc2nc(SCC(=O)Nc3ccc(S(N)(=O)=O)cc3)nc(NC(=O)c3ccccc3)c2c1C	0.8	-4	-2	-1	6.3*	-244	-12	-0.1	0.4
COc1ccc(C(=O)Cc2ccccc2)cc1OC	0.8	-4	7	0[fluorescence artefact?]	.	-6	-2	4.8*	0.6
Cc1ccc(C2=N/C(=C\c3c(C)nn(-c4ccccc4)c3N3CCCC3)C(=O)O2)cc1	1.2	93*	-40	-4	0.61	-31	-24	1.1	-0.1
COC(=O)CN1C(=O)CC(C)(C)S(=O)c2ccccc21 (configuration not stated)	1.3	-3	4	0	0.4	-2	-2	0.9	1.1
COc1ccc(CC(=O)NCc2n[nH]c(=S)n2-c2cccc(C)c2)cc1	0.4	-23	-16	0	0.055	-29	-12	1.8	-0.3
Cc1ccc(C)c(NC(=O)CSc2nnc(CSc3nc(C)cc(C)n3)n2Cc2ccco2)c1	0.6	-7	-3	7	-1.1	-25	-19	-1.2	-0.2
O=C(O)CCc1ccc(-c2cccs2)n1NC(=O)c1cccs1	0.3	-5	-9	-4	3.2	8	-5	0.3	4.8
O=C(Nc1ccc(F)c(F)c1)c1ccccc1-c1ccccc1	0.0	-14	4	-1	0.091	-2	-14	0.7	0.5
Cc1ncn(-c2ccc(C(=O)Oc3ccccc3)cn2)n1	0.8	10	5	1	-0.47	-11	-1	0.6	3.4
COc1ccc(CCC(=O)Nc2nc3c(s2)CN(C)CC3)cc1OC	-0.1	-19	-2	4[fluorescence artefact?]	.	-1	-6	-0.6	0.7

Full records, looked up by structure. Order of screens: TNF death inh | EBV gp42 inh | Rad51 HR inh | eIF4E-4G inh | KCC2 mod | m-calpain inh | MDM2 E3 inh | PERK inhibitor | L929 necroptosis
`Cc1ccc(C)c(NC(=O)CSc2nnc(CSc3nc(C)cc(C)n3)n2Cc2ccco2)c1` in the list: 0.6 | -7 | -3 | 7 | -1.1 | -25 | -19 | -1.2 | -0.2
`O=C(Nc1ccc(F)c(F)c1)c1ccccc1-c1ccccc1` in the list: 0.0 | -14 | 4 | -1 | 0.091 | -2 | -14 | 0.7 | 0.5
`COc1ccc(CC(=O)NCc2n[nH]c(=S)n2-c2cccc(C)c2)cc1` in the list: 0.4 | -23 | -16 | 0 | 0.055 | -29 | -12 | 1.8 | -0.3
`Cc1ncn(-c2ccc(C(=O)Oc3ccccc3)cn2)n1` in the list: 0.8 | 10 | 5 | 1 | -0.47 | -11 | -1 | 0.6 | 3.4
`Cc1oc2nc(SCC(=O)Nc3ccc(S(N)(=O)=O)cc3)nc(NC(=O)c3ccccc3)c2c1C` in the list: 0.8 | -4 | -2 | -1 | 6.3* | -244 | -12 | -0.1 | 0.4

The list goes on.
SMILES	TNF death inh	EBV gp42 inh	Rad51 HR inh	eIF4E-4G inh	KCC2 mod	m-calpain inh	MDM2 E3 inh	PERK inhibitor	L929 necroptosis
CN1CCN(CCCNC(=O)Cn2ncc3c4ccccc4n(C)c3c2=O)CC1	0.5	-6	7	-1	-0.65	-20	-13	0.2	0.7
CCCOc1ccc(-c2nc(C#N)c(NCCCn3ccnc3)o2)cc1	-1.3	-6	4	-4	0.12	-367	-7	1.0	0.5
Cc1cc(C(=O)CN2C(=O)NC3(CCCCC3C)C2=O)c(C)n1Cc1cccs1 (configuration not stated)	1.6	-18	-2	4	0.64	-7	-9	-0.9	0.3
S=C(NCCc1ccccc1)Nc1cnc2ccccc2c1	2.6	11	9	0	-1.9	22	-6	1.5	5.3
CSc1nsc(SCC(=O)Nc2nc3ccc(C)cc3s2)n1	0.8	10	-1	-1	0.26	11	-12	0.8	-0.1
CCn1cc(C(=O)O)c(=O)c2cc(F)c(N3CCN(C(=S)NC(=O)c4ccccc4F)CC3)cc21	1.8	3	15	-9	-0.55	-34	3	0.6	0.3
Cc1nc(/N=C(\N)NC(=O)N2c3ccccc3Sc3ccccc32)nc2ccccc12	1.2	0	-1	-2	-0.26	-31	1	0.2	2.0
CC(=O)c1ccc(NC(=O)CC2Nc3cccc4cccc(c34)NC2=O)cc1 (configuration not stated)	-0.9	2	0	2	-1.3	-29	-3	-0.3	1.3
CCc1ccccc1NCC(=O)Nc1ccccc1C(=O)OC	-3.1	-5	9	0	-0.17	8	-12	-0.4	-0.3
CC(C)(C)OC(=O)N1CCN(c2ccc(CNC(=O)c3ccc(Cl)cc3)cc2)CC1	-10	7	-6	-7[fluorescence artefact?]	.	43	-12	0.2	0.6
O=C(c1ccc2c(c1)OCO2)N1CCOCC1	-0.7	-17	1	0	-0.62	-21	2	1.1	1.1
CC(=O)Nc1ccc2nc(-c3cccnc3)[nH]c2c1	1.8	2	.	5	0.08	-40	-5	1.5	-0.5
COc1ccc(/C=C2\CC/C(=C\c3ccc(OC)cc3OC)C2=O)c(OC)c1	0.0	-40	-130	-1	-1.7	-46	-4	0.5	2.5
Clc1ccc(-c2nnc(-c3ccc(Br)o3)o2)c(Cl)c1	-0.4	-10	9	2	0.18	-16	-24	0.8	0.2
N/C(=N\N=C\c1ccco1)SC1CC(=O)N(c2ccc(C(=O)O)cc2)C1=O (configuration not stated)	-0.4	0	13	0	1.2	0	-9	-0.5	0.9
Cn1c(-c2cccc(OCc3ccccc3)c2)nc2c1c(=O)[nH]c(=O)n2Cc1ccccc1	0.6	-10	2	-2	-0.088	-6	-8	1.2	-0.5
CCOC(=O)N1CCN(C(=O)CSc2nnc(-c3c[nH]c4ccccc34)n2CCOC)CC1	-1.4	2	.	0	.	-2	-10	-0.7	3.2
NC(=O)C1CCCN(Cc2ccc(Cl)cc2)C1 (configuration not stated)	0.6	-13	1	4	.	9	10	0.9	0.0
Cc1ccc(-n2c(SCC(=O)NCc3ccco3)nc3c(sc4ccccc43)c2=O)cc1	5.6	-21	4	7[fluorescence artefact?]	-0.49	-56	1	-0.2	1.9
CCOC(=O)c1ccc(NC(=O)CSc2nc(C)nc3c2c(=O)n(C)c(=O)n3C)cc1	-1.1	-7	8	-6	.	-23	-7	0.8	-0.6
COc1ccc(NS(=O)(=O)c2ccc(OC)c(NC(=O)CCC3CCCCC3)c2)cc1	3.8	-6	-11	3	-0.27	-4	-9	0.6	-0.2
COC(=O)c1ccc(NC(=S)NCCCN2CCCC2=O)cc1	0.1	-10	.	5	-0.57	-5	.	1.7	0.9
Cc1ccccc1OCC(=O)N1N=C(c2cccnc2)CC1(O)C(F)(F)F (configuration not stated)	1.1	7	.	0	-0.36	17	-5	0.1	0.5
O=C1NCCCC1C(=O)N/N=C/c1ccc(Cl)cc1 (configuration not stated)	4.5	-12	5	2	0.62	-6	4	1.3	0.8
CN1CCN(C(=O)c2ccccc2-c2nc(-c3ccccc3)no2)CC1	-0.8	2	1	-1[fluorescence artefact?]	-0.41	1	-14	0.2	-0.2
CCC(C)(C)NC(=O)C(c1ccccc1F)N(Cc1ccco1)C(=O)Cn1nnc2ccccc21 (configuration not stated)	-4.3	-20	-5	-4	-0.37	27	-2	-1.1	-0.4
Cc1ccc(C(C2=C(O)CC(C)(C)CC2=O)C2C(=O)CC(C)(C)CC2=O)o1 (configuration not stated)	-1.7	-7	-9	10[fluorescence artefact?]	0.46	-17	-14	1.7	0.1
CC1(C)N=C(N)N=C(N)N1c1ccc(C(=O)O)cc1	0.3	-1	.	12[fluorescence artefact?]	0.0084	9	-25	1.5	0.1
CCOC(=O)C1CCCCN1Cc1cc(OC)ccc1OC (configuration not stated)	0.0	-3	-1	-5[fluorescence artefact?]	-0.51	-18	.	-0.9	-0.4
CCCCc1ccc(NC(=S)NCc2cccnc2)cc1	-4.9	-3	18	5	-1.1	-9	15	0.7	-0.1
CC(=O)NC(Cc1ccc(C(C)C)cc1)C(=O)NC1CCN(C(=O)c2cccc(C)c2)CC1 (configuration not stated)	0.1	1	27	-1	-0.83	-8	-11	-0.4	0.0
COC(=O)CCC(=O)OC1(C)C(=O)C2=CN(C3CCCC3)C(c3ccc(OC)cc3)=CC2=C(Br)C1=O (configuration not stated)	-2.1	20	-31	3	-0.86	-19	-9	.	-0.2
O=C(NNS(=O)(=O)c1ccc(Cl)cc1Cl)c1cc2ncc(C(F)(F)F)cc2s1	0.0	1	-12	-6	-0.25	19	-1	0.6	0.6
C/C(CCc1ccco1)=N/NC(=O)CCC(=O)Nc1cccc(Cl)c1	-0.9	-2	.	3	-0.037	-246	12	2.6	-0.1
CN(C)S(=O)(=O)c1cccc(NC(=O)CN2C(=O)C3C4C=CC(C4)C3C2=O)c1 (configuration not stated)	1.2	-19	1	0[fluorescence artefact?]	1.1	0	7	0.9	0.4
CC1=C(C(=O)Nc2ccccc2)C(c2cccnc2)n2nc(-c3cccnc3)nc2N1 (configuration not stated)	0.5	5	3	-4	0.0075	-31	-10	1.1	1.7
COc1cc2c(cc1OC)C(c1ccccc1N)=NCC2	1.9	-11	6	4	0.042	9	-14	0.8	0.1
OC(c1ccccn1)(c1ccccn1)c1ccccn1	3.0	-7	.	-3[fluorescence artefact?]	0.79	-4	-14	2.0	5.2
CCOC(=O)c1sc(NC(=O)CC)nc1C	-0.7	-1	3	-3	-0.61	-15	-5	0.4	18
